Assay outcomes deposited in PubChem by Broad Institute.
PglD DTNB = blocks C. jejuni PglD acetyltransferase activity | purified PglD enzyme, DTNB colorimetric CoA detection | inhibition, % at 12.5 µM | hit rate 0.098% among 360,000; in the data active means inhibition above about 16%, passing the limit was not always enough; inconclusive means no clear call, values can overlap the other calls; further: strong numbers were not always called active
EWS-Fli block = EWS/Fli transcriptional activity inhibition; AID 651661; A673 NR0B1-luciferase reporter, viability-normalised; inhibition, % at 12.6 µM; hit rate 0.67% among 350,000;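 active means mean inhibition of at least 50% after viability correction, with every replicate also passing that limit; inconclusive means mean reaches 50% but only one of two replicates passes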;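 further: firefly luciferase signal divided by Alamar Blue viability fluorescence both relative to DMSO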
PAX8 reporter = PAX8 transcriptional activity inhibition; hit rate 1.2% among 360,000; inhibition, % at 12.6 µM; RMG-I TPO-luciferase reporter, SteadyGlo, 24 h;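 active means mean replicate inhibition at least 60% with every replicate also reaching 60%; inconclusive means only one of the two criteria is met; inactive means mean below 60% and not all replicates reaching 60%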;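 further: luciferase light reporting Pax8 driven TPO promoter activity; plate controls were median of neutral control wells for no effect and mitoxantrone controls for full effect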
LGR2 antag = inhibitors of bursicon-induced Drosophila LGR2 receptor cAMP signaling | HEK293 LGR2, CRE-luciferase, bursicon-stimulated, 4 h | inhibition, % at 9.99 µM | hit rate 0.35% among 380,000;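 active means drop in luminescence signal, shown as inhibition above about 50% in the replicate tests, limit read from the data, passing the limit was not always enough; inconclusive means probably only some replicates passing the limit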;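 further: agonist challenge used bursicon conditioned medium at about half maximal strength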
FN deposit inh = fibronectin deposition inhibition; AH1F fibroblasts, Alexa488-fibronectin deposition fluorescence, overnight; inhibition, % at 12.6 µM; hit rate 0.086% among 350,000; AID 743247;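 active means mean inhibition across replicates of 30% or more, regardless of how many single replicates reach that level; inconclusive means mean under 30% yet at least half of replicates reach 30%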;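 further: positive control wells lacked labelled fibronectin entirely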
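Material: AH1F fibroblast monolayer depositing Alexa488-labelled fibronectin into matrix / Amount: 10000 AH1F cells per well / Signal: fluorescence 485/525 nm / Medium: DMEM, 2% serum / Compound: single dose, pinned / Incubation: 1 h cell adhesion before compound, then overnight fibronectin incubation / Reagent: Alexa488-FN, 24 nM final / Read-out: inhibition of fibronectin deposition signal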
ERAP1 inh = inhibitors of human ERAP1 aminopeptidase; Q9NZ08; recombinant ERAP1, Leu-AMC fluorescence, 60 min; inhibition, % at 10.7 µM; hit rate 0.15% among 340,000; AID 652197;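 active means mean replicate inhibition of at least 30%, or all replicates individually reaching that 30% level; inactive means mean below 30% and not every replicate reaching it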;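 further: 0% = neutral control wells and 100% = L-leucinethiol positive control wells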
Target sequence (Q9NZ08 whole entry, looked up): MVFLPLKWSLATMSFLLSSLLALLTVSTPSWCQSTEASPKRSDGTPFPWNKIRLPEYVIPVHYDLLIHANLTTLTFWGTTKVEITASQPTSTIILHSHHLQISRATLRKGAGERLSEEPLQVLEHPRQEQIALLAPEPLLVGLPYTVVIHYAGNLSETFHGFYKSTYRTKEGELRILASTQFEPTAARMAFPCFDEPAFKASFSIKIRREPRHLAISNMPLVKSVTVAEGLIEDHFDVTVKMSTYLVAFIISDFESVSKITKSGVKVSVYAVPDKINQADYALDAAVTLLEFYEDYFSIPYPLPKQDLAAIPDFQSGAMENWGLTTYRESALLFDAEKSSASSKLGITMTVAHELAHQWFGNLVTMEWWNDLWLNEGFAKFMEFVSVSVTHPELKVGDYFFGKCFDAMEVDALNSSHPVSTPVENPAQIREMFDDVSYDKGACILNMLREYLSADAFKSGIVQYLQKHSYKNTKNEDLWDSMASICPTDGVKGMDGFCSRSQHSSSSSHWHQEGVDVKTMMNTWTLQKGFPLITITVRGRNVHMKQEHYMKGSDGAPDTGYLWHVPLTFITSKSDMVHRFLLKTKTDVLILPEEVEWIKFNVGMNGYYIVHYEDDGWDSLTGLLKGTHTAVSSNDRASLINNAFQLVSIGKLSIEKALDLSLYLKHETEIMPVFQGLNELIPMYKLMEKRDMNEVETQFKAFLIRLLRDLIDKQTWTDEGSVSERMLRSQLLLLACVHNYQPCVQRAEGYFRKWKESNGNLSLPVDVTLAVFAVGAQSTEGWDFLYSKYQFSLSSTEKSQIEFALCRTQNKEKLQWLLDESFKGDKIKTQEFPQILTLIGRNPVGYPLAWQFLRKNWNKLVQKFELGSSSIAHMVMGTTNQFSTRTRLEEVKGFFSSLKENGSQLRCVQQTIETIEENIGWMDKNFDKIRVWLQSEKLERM
S100A4 MyoIIA = S100A4-myosin IIA interaction inhibition; AID 652163; inhibition, % at 10.7 µM; S100A4/TAMRA-MyoIIA peptide fluorescence polarization; P26447; hit rate 0.14% among 360,000;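 active means mean inhibition of at least 70% across replicates, with every replicate also reaching that level; inconclusive means mean inhibition reaches 70% but some replicates fall short; inactive means mean inhibition below 70%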
Target sequence (P26447 whole entry, looked up): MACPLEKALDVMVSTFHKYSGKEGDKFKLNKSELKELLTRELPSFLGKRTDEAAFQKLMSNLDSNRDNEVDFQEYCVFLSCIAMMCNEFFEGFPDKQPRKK
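Material: S100A4 monomer (human). Medium: Calcium-containing HEPES buffer, pH 7.2. Probe or stimulus: labelled myosin peptide probe, 5 nM. Compound dosing: one concentration per compound. Timing: polarization read 5 min after assay mix addition, stable 5–60 min. Benchmarks: DMSO as neutral control, TFP as positive control.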
PGC1a acetyl inh = PGC1a acetylation modulation, inhibitor mode. U2OS PGC1a acetylation, AlphaScreen anti-acetyl-lysine; with virally co-expressed GCN5 acetyltransferase. inhibition, % at 15.6 µM. hit rate 0.17% among 350,000. AID 651687;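 active means every replicate shows inhibition of at least 40%; inconclusive means mean inhibition at least 40% but some replicate below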;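 further: 0% = neutral control wells and 100% = positive control wells; some results beyond the cut were filed as inactive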
* marks the source's active call; other numbers are inactive results; ? = inconclusive; nt = no result given. Rows were taken by chance (roughly 2.1% active in at least one column).

Compound	PglD DTNB	EWS-Fli block	PAX8 reporter	LGR2 antag	FN deposit inh	ERAP1 inh	S100A4 MyoIIA	PGC1a acetyl inh
COc1ccc(S(=O)(=O)N2CCN(C/C=C/c3ccccc3)CC2)cc1F	-1	11	3	8	-7	0	-9	nt
COc1ccc(S(=O)(=O)/C(C#N)=C/Nc2ccccc2F)cc1	nt	-3	13	-9	-1	-3	-2	nt
COc1ccc(NC(=O)/C(N=Nc2cc(S(=O)(=O)Nc3ccc(OC)cc3)ccc2OC)=C(\C)O)cc1	nt	7	-4	-3	-11	-2	-9	1
O=C(C1CC(=O)N(c2ccc3c(c2)OCCO3)C1)N1CCN(c2ccccc2O)CC1 (centres undefined)	0	nt	3	14	nt	-4	8	nt
CS(=O)(=O)N(CCC#N)Cc1ccco1	nt	4	6	-20	-7	0	-5	-6
C/C=C(\C)C(=O)NCCN1C2=NC[C@H](C(C)C)N2C[C@@H]1Cc1ccc(OC)cc1	7	2	-21	-9	3	1	-1	nt
CCOC(=O)NC(=O)c1cn(Nc2ncc(Cl)cc2C(F)(F)F)c(=O)[nH]c1=O	-3	-20	-15	nt	-5	-1	-1	nt
COc1ccc(S(=O)(=O)N(C)C[C@@H]2Oc3c(NS(=O)(=O)c4ccc(Cl)cc4)cccc3C(=O)N([C@@H](C)CO)C[C@@H]2C)cc1	1	8	0	4	3	nt	nt	-5
C=CCNC(=O)CC(=O)N/N=C/c1cccc(Br)c1	-5	3	nt	9	nt	1	7	nt
COCC(=O)Nc1ccc2c(c1)[C@H]1C[C@@H](CC(=O)NCc3ccccc3)O[C@@H](CO)[C@H]1O2	1	3	-5	9	-8	1	-16	-4
Cc1ccccc1N=C(NO)c1nonc1N	nt	-6	-5	-2	12	-1	6	-8
O=C(C[C@@H]1C[C@H]2c3cc(NC(=O)c4cccnc4)ccc3O[C@H]2[C@@H](CO)O1)NCc1ccncc1	-3	-5	nt	1	-4	6	6	2
CCOC(=O)c1sc2ncnc(N3CCN(C)CC3)c2c1C	nt	-10	-11	-21	-5	-1	-3	nt
O=C(NCc1ccccc1)C1(C(F)(F)F)CC(CCCO)CCCO1 (centres undefined)	-1	-4	-11	-8	-5	nt	14	nt
COc1ccccc1C(=O)NCc1ccccn1	nt	-8	11	-7	nt	-3	0	nt
Cc1ccc(S(=O)(=O)N(C)C)cc1NC(=O)CN1C(=O)NC(Cc2ccccc2)C1=O (centres undefined)	-2	0	3	21	-3	2	0	nt
O=C(NC1CCN(S(=O)(=O)c2cccc(Cl)c2)CC1)C1CCCCC1	-5	13	-11	17	5	-5	-3	2
COc1ccc(NC(=O)Nc2ccc3c(c2)OC[C@@H](C)NC[C@H](C)[C@H](OC)CN(C)C3=O)cc1	nt	6	-3	7	-2	0	-5	10
C[C@H](CO)N1C[C@H](C)[C@H](CN(C)C(=O)Nc2ccc(F)cc2)Oc2ccc(NC(=O)CCN3CCOCC3)cc2CC1=O	-3	-5	17	-16	nt	5	6	0
O=C(CN1CCOc2ccccc21)NC1CCN(Cc2ccccc2)CC1	-5	-4	15	-2	-2	nt	2	3
Clc1ccc2oc(-c3ccccc3)cc(=NCCCN3CCOCC3)c2c1	nt	-149	-56	-63	-6	-1	-3	9
c1ccc(CN2CCN(c3nc4ccccc4n4cnnc34)CC2)cc1	-2	-2	14	-12	2	4	-1	-9
CN1CCN(C(=O)C[C@@H]2C[C@@H]3c4cc(NC(=O)Nc5ccc(F)cc5)ccc4O[C@@H]3[C@H](CO)O2)CC1	1	-4	nt	-12	0	-1	1	-7
O=C(NCc1ccc(F)cc1)C(Cc1ccccc1)n1cccc1 (centres undefined)	-2	1	-10	-5	3	3	0	-16
CC(C)Cc1cc(C(=O)Nc2cc(Cl)ccc2Cl)no1	1	7	19	7	1	7	1	-18
C[C@@H]1CN([C@@H](C)CO)C(=O)c2cccc(NS(=O)(=O)c3ccccc3)c2O[C@@H]1CN(C)Cc1ccncc1	-3	0	10	-8	nt	0	-4	-5
O=C1c2ccc(-c3ccc(F)cc3OCc3ccccc3)cc2S(=O)(=O)c2cccc(C(=O)N3CCN(c4ncc(Br)cn4)CC3)c21	1	-1	17	-18	-13	nt	1	nt
C[C@@H]1CN([C@@H](C)CO)C(=O)c2cc(NC(=O)Cc3ccccc3)ccc2O[C@H]1CN(C)S(=O)(=O)c1ccccc1	-3	2	-4	4	nt	-1	-2	7
O=C(O)/C(=C\c1cccs1)c1ccccc1	nt	14	6	15	-2	-1	-6	-3
O=C(NC1CCN(Cc2ccc(Cl)cc2Cl)CC1)c1ccccc1	-1	9	4	22	-7	1	-2	5

A stretch from further up, for reference:
Compound	PglD DTNB	EWS-Fli block	PAX8 reporter	LGR2 antag	FN deposit inh	ERAP1 inh	S100A4 MyoIIA	PGC1a acetyl inh
C[C@H](CO)N1C[C@H](C)[C@H](CN(C)C(=O)Nc2ccc(F)cc2)Oc2ccc(NC(=O)CCN3CCOCC3)cc2CC1=O	-3	-5	17	-16	nt	5	6	0
O=C(CN1CCOc2ccccc21)NC1CCN(Cc2ccccc2)CC1	-5	-4	15	-2	-2	nt	2	3
Clc1ccc2oc(-c3ccccc3)cc(=NCCCN3CCOCC3)c2c1	nt	-149	-56	-63	-6	-1	-3	9
c1ccc(CN2CCN(c3nc4ccccc4n4cnnc34)CC2)cc1	-2	-2	14	-12	2	4	-1	-9
CN1CCN(C(=O)C[C@@H]2C[C@@H]3c4cc(NC(=O)Nc5ccc(F)cc5)ccc4O[C@@H]3[C@H](CO)O2)CC1	1	-4	nt	-12	0	-1	1	-7
O=C(NCc1ccc(F)cc1)C(Cc1ccccc1)n1cccc1 (centres undefined)	-2	1	-10	-5	3	3	0	-16
CC(C)Cc1cc(C(=O)Nc2cc(Cl)ccc2Cl)no1	1	7	19	7	1	7	1	-18
C[C@@H]1CN([C@@H](C)CO)C(=O)c2cccc(NS(=O)(=O)c3ccccc3)c2O[C@@H]1CN(C)Cc1ccncc1	-3	0	10	-8	nt	0	-4	-5
O=C1c2ccc(-c3ccc(F)cc3OCc3ccccc3)cc2S(=O)(=O)c2cccc(C(=O)N3CCN(c4ncc(Br)cn4)CC3)c21	1	-1	17	-18	-13	nt	1	nt
C[C@@H]1CN([C@@H](C)CO)C(=O)c2cc(NC(=O)Cc3ccccc3)ccc2O[C@H]1CN(C)S(=O)(=O)c1ccccc1	-3	2	-4	4	nt	-1	-2	7
O=C(O)/C(=C\c1cccs1)c1ccccc1	nt	14	6	15	-2	-1	-6	-3
O=C(NC1CCN(Cc2ccc(Cl)cc2Cl)CC1)c1ccccc1	-1	9	4	22	-7	1	-2	5

Some entries already given, showing only EWS-Fli block and PglD DTNB.
Compound,EWS-Fli block,PglD DTNB
C[C@H](CO)N1C[C@H](C)[C@H](CN(C)C(=O)Nc2ccc(F)cc2)Oc2ccc(NC(=O)CCN3CCOCC3)cc2CC1=O,-5,-3
COc1ccccc1C(=O)NCc1ccccn1,-8,nt

Later entries
Compound	PglD DTNB	EWS-Fli block	PAX8 reporter	LGR2 antag	FN deposit inh	ERAP1 inh	S100A4 MyoIIA	PGC1a acetyl inh
CN(C)C(=O)C[C@H]1CC[C@H]2[C@@H](COC[C@@H](O)CN2CC2CCOCC2)O1	-2	4	-5	-1	-9	-2	-7	-2
O=C(NCCCN1CCOCC1)c1cc(-c2ccc(F)cc2)no1	-1	nt	13	-17	4	-2	-8	nt
C[C@@H]1CCCCO[C@H](CN(C)Cc2ccc3c(c2)OCO3)[C@H](C)CN([C@H](C)CO)C(=O)c2cc(NC(=O)Nc3ccccc3)ccc2O1	-3	2	20	-31	-1	0	13	-21
OCC1OC(n2cnc3c(NCc4ccccc4O)ncnc32)C(O)C1O (centres undefined)	nt	-3	109*	18	17	-8	9	-16
CCCNC(=O)N1C[C@H](C)[C@H](OC)CN(C)C(=O)c2ccc(NC(=O)CCC)cc2OC[C@H]1C	2	8	-2	1	-2	1	6	-3
CN1CCN(c2ccncc2S(=O)(=O)N2CCCCC2)CC1	-1	-5	9	-10	-9	0	-6	nt
Cc1ccc(S(=O)(=O)N(C)C[C@H]2Oc3cc(C#Cc4ccccc4)ccc3S(=O)(=O)N([C@H](C)CO)C[C@H]2C)cc1	-2	-6	9	4	-15	2	0	5
Cc1ccc(S(=O)(=O)N(C)C[C@H]2Oc3ccc(NC(=O)NC4CCCCC4)cc3C(=O)N([C@H](C)CO)C[C@@H]2C)cc1	0	3	-16	-13	nt	0	-60	6
Clc1ccc(OCc2cc(-c3ccccc3)no2)cc1Cl	nt	-38	nt	-42	nt	2	-5	3
COc1ccccc1-c1ccccc1[C@@H]1[C@@H](CO)N(C(=O)C2CCOCC2)[C@H]1C#N	nt	-4	nt	-1	-4	-3	11	3
COCCN(C(=O)CSc1nnc(-c2cccc(C)c2)n1C)c1c(N)n(Cc2ccccc2)c(=O)[nH]c1=O	nt	2	13	-7	7	-3	-7	5
COc1ccc(CCN2CC(C(=O)NCc3cccc4[nH]ccc34)CCC2=O)cc1 (centres undefined)	-2	1	3	-6	0	0	34	nt
COc1ccc(OC)c(-n2c(C)cc(C=O)c2C)c1	1	-1	3	-6	-6	-1	-4	5
CCC(CC)C(=O)OCC(=O)Nc1cccc([N+](=O)[O-])c1	5	7	-2	6	-12	-7	65	nt
Cc1sc(N)c(C#N)c1C	-1	10	25	0	-2	0	-3	16
COC(=O)c1cc(CN2C(=O)c3ccccc3C2=O)c(O)c([N+](=O)[O-])c1	5	12	0	-3	4	0	-7	?
COc1ccc(-c2nnc(OCc3ccccc3)c3ccccc23)cc1	3	14	21	2	-5	0	-2	nt
Cc1ccc(OCC(=O)NCCNC(=O)c2ccccn2)cc1	-7	-7	-1	8	-4	-4	-6	nt
CCC1=NN(C(=O)c2ccc(Cl)cc2)C(O)(c2ccccc2)C1 (centres undefined)	4	6	-14	17	-6	1	22	-1
CO[C@H]1CN(C)C(=O)c2cc(NS(=O)(=O)c3ccccc3)ccc2OC[C@H](C)N(Cc2ccccn2)C[C@H]1C	3	0	nt	17	-11	0	10	-9
CS(=O)(=O)N(CC(=O)NCCSCc1ccccc1)c1ccc2c(c1)OCO2	nt	9	-4	19	2	-6	-1	4
Cc1oc(/N=C/c2cccc3ccccc23)c(C#N)c1C	-3	4	nt	2	nt	-2	-22	4
COCCNC(=O)C[C@H]1C=C[C@H](NC(=O)NC2CCCC2)[C@H](CO)O1	0	12	-3	16	-18	-1	1	0
COc1ccc(CCNS(=O)(=O)c2cc3c4c(c2)C(C)C(=O)N4CCC3)cc1OC (centres undefined)	4	nt	4	-19	6	-5	-10	1
COc1ccccc1NC(=O)N(C)C[C@H]1Oc2ncc(C#CC(C)C)cc2C(=O)N([C@H](C)CO)C[C@H]1C	5	-11	10	0	-25	-1	51	3
COc1ccc(NC(=O)c2cc(C)n(Cc3cccs3)c2C)cc1	-2	-41	-118	-69	13	1	3	-10
